Tau fibril FP – inhibitors of human tau fibril formation. P10636. K18 P301L tau heparin fibrillization, Alexa594 FP, 6 h. Potency, µM (series often up to 57.7 µM), for the others: top-dose activity, negative = inhibition, usual class: inhibitors. hit rate 0.39% among 280,000. AID 1468; further: potency means the concentration at half of the fitted maximal effect; on the % scale 0 is the no-effect control and ±100 the full control effect; nearly all actives have a fitted effect of over 55% in size
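Human tau K18 […] P301L fragment, 15 uM unlabeled plus 0.24 uM Alexa 594-labeled tau (final), with compound and 20 uM heparin in 100 mM sodium acetate pH 7; 6 hr at 37 C, then Alexa 594 FP read.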
NPSR antag – blocks cAMP signaling of the human neuropeptide S receptor; Q6W5P4; CHO-NPSR cells, cAMP TR-FRET, antagonist mode; Potency, µM (top dose mostly 38.3 µM), inactives show at the top dose activity change, negative = inhibition, most hits filed as inhibitors; hit rate 1% among 220,000; AID 1461; further: potency means the concentration at half of the fitted maximal effect; on the % scale 0 is the no-effect control and ±100 the full control effect; nearly all actives have a fitted effect of over 50% in size; many of its hits are not listed in these tables
Target sequence (Q6W5P4 whole entry, looked up): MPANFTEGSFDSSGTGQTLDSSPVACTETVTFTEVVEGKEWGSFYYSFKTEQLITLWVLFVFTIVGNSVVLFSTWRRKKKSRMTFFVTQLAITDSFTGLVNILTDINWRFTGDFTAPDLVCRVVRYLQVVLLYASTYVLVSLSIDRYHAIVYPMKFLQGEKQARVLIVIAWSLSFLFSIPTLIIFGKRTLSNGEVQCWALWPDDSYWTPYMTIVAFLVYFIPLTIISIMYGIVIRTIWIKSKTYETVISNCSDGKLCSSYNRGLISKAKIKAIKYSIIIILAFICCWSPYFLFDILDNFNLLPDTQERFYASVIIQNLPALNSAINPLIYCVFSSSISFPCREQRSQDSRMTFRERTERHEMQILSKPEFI
Epigenetic reg – regulators of epigenetic silencing causing reporter derepression in mouse cells | murine LDR cells, GFP reporter derepression, 30 h | Potency, µM (top dose mostly 53.9 µM), without a hit: top-dose GFP activation, hits mostly activators | hit rate 0.2% among 280,000 | AID 1865; further: potency means the concentration at half of the fitted maximal effect; % of control where 0% means no effect; nearly all actives have a fitted effect of over 60% in size
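Derepression of a silenced CMV-GFP reporter in murine LDR cells is scored by enumerating GFP-positive cells with a laser-scanning microplate cytometer after 30 hours of treatment at 37 C.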
TexasRed fluor – Texas Red fluorescence interference in TRb-SRC2 counter-screen. AID 1479. TRb/SRC2 Texas Red total fluorescence interference. Potency, µM (highest dose often 106 µM), for the others: at the top dose fluorescence change, negative = quenching. hit rate 0.29% among 280,000; active means well fitted curve in either direction with a large enough effect; inconclusive means small, poorly fitted or top-dose-only effect; further: potency means the concentration at half of the fitted maximal effect; on the % scale 0 is the no-effect control and ±100 the full control effect
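Human TRb ligand-binding domain at 0.6 uM with 20 nM Texas Red SRC2 peptide in Tris buffer containing 1 uM T3 and 5% DMSO, incubated with compound 5 h at ambient temperature. Total fluorescence (555/632 nm) calculated as parallel + 2 × perpendicular.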
aGal spleen mod – inhibits or activates alpha-galactosidase in human spleen homogenate; P06280; human spleen homogenate, 4MU-alpha-Gal fluorescence, 40 min; Potency, µM (top dose mostly 80 µM), for the others: at the top dose activity change, negative = inhibition, most hits filed as inhibitors; hit rate 0.008% among 240,000; AID 2107;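 further: potency means the concentration at half of the fitted maximal effect; 0% = enzyme with vehicle and -100% = no enzyme basal signal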
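Inhibition or activation of alpha-galactosidase in human spleen homogenate is scored by 4-MU fluorescence after 40 min at 37C, pH 5.0, with 1 mM substrate. AC50s come from concentration-response fitted to the Hill equation.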
CBFb-RUNX1 inh – CBF-beta/RUNX1 interaction disruption; AlphaScreen CBFb-His/RUNX1-biotin binding, biochemical; Potency, µM (highest dose often 59.8 µM), for inactives: at the highest dose activity, negative = inhibition, usual class: inhibitors; 230,000 tested, under 10 active; Q01196+Q13951; AID 1477; further: % of control where 0% means no effect
Target sequence (Q01196 whole entry, looked up): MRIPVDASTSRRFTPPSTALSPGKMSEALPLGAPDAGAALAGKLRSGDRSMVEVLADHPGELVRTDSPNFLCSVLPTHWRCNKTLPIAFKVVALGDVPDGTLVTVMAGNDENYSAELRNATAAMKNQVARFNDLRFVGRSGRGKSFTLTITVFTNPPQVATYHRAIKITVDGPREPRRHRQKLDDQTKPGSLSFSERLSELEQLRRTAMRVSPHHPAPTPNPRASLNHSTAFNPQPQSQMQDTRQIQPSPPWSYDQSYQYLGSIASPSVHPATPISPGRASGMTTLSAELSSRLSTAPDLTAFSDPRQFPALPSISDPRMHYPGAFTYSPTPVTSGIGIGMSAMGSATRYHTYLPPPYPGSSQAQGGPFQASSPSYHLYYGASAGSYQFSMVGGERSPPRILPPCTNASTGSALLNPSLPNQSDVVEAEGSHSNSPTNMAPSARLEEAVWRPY
Target sequence (Q13951 whole entry, looked up): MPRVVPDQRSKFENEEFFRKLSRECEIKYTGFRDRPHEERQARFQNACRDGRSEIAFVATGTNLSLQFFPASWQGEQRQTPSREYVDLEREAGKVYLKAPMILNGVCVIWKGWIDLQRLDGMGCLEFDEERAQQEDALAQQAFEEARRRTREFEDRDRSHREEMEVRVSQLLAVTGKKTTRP
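Room-temperature protein-protein interaction test with 30 nM each of His-tagged CBF-beta and biotinylated RUNX1, 15 min with compound, then 90 min with nickel plus streptavidin beads. Signal read in AlphaScreen mode.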
Tau fluor counter – counter-screen for tau fibril formation inhibitors | Potency, µM (highest dose often 57.7 µM), for the others: at the top dose activity change, negative = decrease | AID 1463 | tau K18 P301L Alexa594 fluorescence, heparin fibrillization | hit rate 0.93% among 280,000; further: potency means the concentration at half of the fitted maximal effect; on the % scale 0 is the no-effect control and ±100 the full control effect; nearly all actives have a fitted effect of over 55% in size
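Human tau K18 P301L (15 uM unlabeled, 0.24 uM Alexa 594-labeled) in 100 mM sodium acetate pH 7 with 20 uM heparin, 6 hr at 37 C. ThT 30 uM added, 1 hr ambient; Alexa 594 FP and total fluorescence read at 555/632 nm.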
TRb SRC2 PPI – TRbeta-SRC2 interaction inhibition | TRbeta-SRC2 peptide binding, fluorescence polarization; receptor liganded with 1 µM T3 | AID 1469 | hit rate 0.065% among 280,000 | P10828 | Potency, µM (series often up to 106 µM), for the others: at the top dose activity change, negative = inhibition, usual class: inhibitors;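 further: potency means the concentration at half of the fitted maximal effect; plate controls were bound peptide for no effect and peptide without receptor for full effect; nearly all actives have a fitted effect of over 50% in size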
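Compounds were added to 0.6 uM TRb ligand-binding domain and 20 nM Texas Red-labeled SRC2 peptide in Tris buffer containing 1 uM T3, incubated 5 hr at ambient temperature, then read by fluorescence polarization.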
* hit, by the source's call; u = inconclusive; x = not tested or not shown; [ ] = remark or other dose. Unless noted, the call rests on the fitted dose curve; in most records, active means well fitted curve in the direction sought with a large enough effect; inconclusive means small, poorly fitted or top-dose-only effect, or another doubt; inactive means no such curve, though single readings can be large; an effect the other way counts as inactive or inconclusive. Some of the compounds tested, so the mix of outcomes need not match the whole.

Order of values – Tau fibril FP	NPSR antag	Epigenetic reg	TexasRed fluor	aGal spleen mod	CBFb-RUNX1 inh	Tau fluor counter	TRb SRC2 PPI
COc1ccc(CCn2c3c(c(=O)[nH]c2=O)C(NC(=O)c2ccc(C(C)(C)C)cc2)(C(F)(F)F)C(=O)N3)cc1OC (stereo not given)
 : 0%	x	-1.1%	-39%	x	x	-7%	0%
Cc1ccc(-c2noc(-c3nnn(-c4ccc(Br)cc4F)c3C)n2)cc1
 : -9%	x	-3.9%	-1%	x	x	-21%	2%
COc1cc2oc(=O)ccc2c(OC)c1CC(O)C(C)(C)O (stereo not given)
 : 1%	20%	-0.2%	0%	14%	6%	8%	2%
CCc1nnc(NC(=O)[C@@H](NC(=O)c2cc(OC)cc(OC)c2)C(C)C)s1
 : -6%	-14%	0.9%	-2%	3%	-11%	-2%	2%
COC(=O)C1=CN(C2CCCCC2)C=C(C(=O)OC)C1c1ccc2c(c1)OCO2
 : -12%	u	2.3%	1%[53 µM]	7%	u	-15%	-2%[53 µM]
CCCCCC(=O)OC(CN1CCCCC1)CN1CCCC1=O (stereo not given)
 : -2%	-3%[46.1 µM]	1.0%	-8%	-15%	-8%	-1%	4%
O=C(COC(=O)CNC(=O)c1sc2ccccc2c1Cl)Nc1c(Cl)cc(Cl)cc1Cl
 : -15%	7%	0.0%	-4%	8%	3%	-14%	0%
CSc1ccccc1NC(=O)CN(C)CC(=O)Nc1ccccc1C(F)(F)F
 : -2%	0%	0.0%	-2%	-2%	6%	-13%	-1%
COc1ccc(S(=O)(=O)N2CCN(c3ccc(Cl)c(Cl)c3)CC2)c2ccccc12
 : u	x	-1.1%	7%	x	x	-19%	6%
CC(OC(=O)c1ccccc1NS(=O)(=O)c1cccc(N)c1)C(=O)N(C)Cc1ccccc1 (stereo not given)
 : 6%	-16%	-0.9%	1%	7%	3%	-12%	-17%
O=C(NC1(C(F)(F)F)N=C2SCCN2C1=O)c1ccccc1 (stereo not given)
 : 5%	-3%[46.1 µM]	-1.1%	1%	-1%	-1%	1%	-25%
CCOc1ccc(NC(=O)CSc2oc(-c3ccco3)nc2S(=O)(=O)c2ccccc2)cc1
 : u	x	-0.7%	-2%	x	x	u	-2%
Cn1cccc1/C=C1\SC(=Nc2ccc(O)cc2)NC1=O
 : 1%	4%	u	-4%	1%	-11%	u	2%
O=C(Sc1cccc2cccnc12)c1ccc(F)cc1
 : u	u	-1.6%	-2%	-7%	x	-11%	1%
Cc1ccc(NC(=O)C2CCN(c3nc4ccccc4[nH]3)CC2)c(C)c1
 : 9%	x	-1.3%	0%	x	x	0%	-5%
CSc1ncccc1C(=O)OCc1cccc([N+](=O)[O-])c1
 : 0%	-32%	-1.1%	-1%	2%	-8%	-22%	-2%
C#Cc1ccc([C@@H]2C=C(C(=O)N3CCN(Cc4ccc5c(c4)OCO5)CC3)O[C@H](OCC)[C@H]2CCCO)cc1
 : 13%	u	-0.7%	-1%	-1%	-19%	2%	-8%
CCOC(=O)C1(Cc2ccc(Cl)cc2)CCN(Cc2cnc(N)nc2)CC1
 : -2%	-5%	-1.2%	-2%	2%	12%	-9%	0%
O=C(Cn1c(=O)n(Cc2cccs2)c(=O)c2cccnc21)Nc1ccc(F)cc1
 : -3%	x	2.7%	-105%[53 µM]	x	x	u	210%[53 µM]
O=C(NC1CCS(=O)(=O)C1)C1CCCCN1S(=O)(=O)c1ccc(Cl)cc1 (stereo not given)
 : u	8%[7.67 µM]	0.3%	-1%	3%	-3%	-20%	-9%
Cc1nn(Cc2ccccc2Cl)c(Cl)c1/C=C/C(=O)OCC(=O)NC1CCS(=O)(=O)C1 (stereo not given)
 : -4%	-13%	-0.6%	-5%	0%	5%	-11%	-3%
Cc1oc(-c2ccc(C(=O)Nc3ccc(F)cc3)cc2)nc1COc1ccccc1
 : -15%	x	-5.3%	1%	x	x	-5%	-3%
CCCc1nn2c(=O)cc(COC(=O)c3ccccc3NC(=O)c3ccc(Cl)cc3)nc2s1
 : 6%	x	-1.1%	0%	x	x	-17%	9%
CCCOc1ccc(C2C(=O)N(C3CCCCCC3)CC(=O)N2Cc2ccccc2OC)cc1OC (stereo not given)
 : -6%	x	-1.6%	-3%	x	x	-4%	5%
Cc1cccc(OCc2nnc(SCc3nc4cc(C(F)(F)F)ccc4c(=O)[nH]3)o2)c1
 : 1%	-4%[46.1 µM]	3.1%	8%	-11%	7%	u	5%
CCOc1ccc(C2C(C#N)=C(N)Oc3cc(C)n(CCN4CCOCC4)c(=O)c32)cc1OCC (stereo not given)
 : -3%	-1%[46.1 µM]	-1.3%	2%	-2%	6%	1%	0%
Cc1ncc(S(=O)(=O)c2ccccc2)c(-c2ccc(Cl)cc2Cl)n1
 : 2%	-11%[46.1 µM]	0.0%	-6%	-7%	-4%	-5%	5%
CCc1ccc(S(=O)(=O)Nc2cccc(-c3ccc(OC)nn3)c2)s1
 : -5%	x	-1.7%	-5%	x	x	-29%	0%
Cc1c(C(=O)NCc2ccccn2)oc2ccccc12
 : 0%	-2%[46.1 µM]	-1.0%	1%	-9%	8%	2%	0%
COCCNCCCCSc1ccc(Cl)cc1
 : 3%	8%	-2.9%	0%	-12%	-2%	-1%	-7%

A different layout for 2 compounds above.
COc1ccc(CCn2c3c(c(=O)[nH]c2=O)C(NC(=O)c2ccc(C(C)(C)C)cc2)(C(F)(F)F)C(=O)N3)cc1OC (stereo not given)
  Tau fibril FP: 0%
  NPSR antag: x
  Epigenetic reg: -1.1%
  TexasRed fluor: -39%
  aGal spleen mod: x
  CBFb-RUNX1 inh: x
  Tau fluor counter: -7%
  TRb SRC2 PPI: 0%

CSc1ncccc1C(=O)OCc1cccc([N+](=O)[O-])c1
  Tau fibril FP: 0%
  NPSR antag: -32%
  Epigenetic reg: -1.1%
  TexasRed fluor: -1%
  aGal spleen mod: 2%
  CBFb-RUNX1 inh: -8%
  Tau fluor counter: -22%
  TRb SRC2 PPI: -2%

(cont.)
Order of values – Tau fibril FP	NPSR antag	Epigenetic reg	TexasRed fluor	aGal spleen mod	CBFb-RUNX1 inh	Tau fluor counter	TRb SRC2 PPI
CCOc1ncccc1C(=O)OCC(=O)Nc1cccc(S(N)(=O)=O)c1
 : -5%	4%	-0.4%	-1%	-2%	7%	-5%	0%
CCOC(=O)C1(Cc2ccccc2)CCN(Cc2cccc(OC)c2O)CC1
 : 2%	16%	-3.5%	1%	7%	6%	-13%	-5%
CCOC(=O)C1ON2CCCCC2C1(O)C(F)(F)F (stereo not given)
 : 1%	5%	-5.3%	0%	-4%	13%	-2%	-5%
CC(C)(C)OC(=O)NC1CONC1=O (stereo not given)
 : 0%	-1%	-1.1%	-5%	2%	4%	-3%	0%
O=C1Nc2cc(C(=O)N3CCN(Cc4ccccc4)CC3)ccc2SC1N1CCOCC1 (stereo not given)
 : -2%	-6%[46.1 µM]	-1.2%	-2%	2%	-4%	-5%	-6%
Cc1nnc(NC(=O)c2ccc3ccccc3c2)o1
 : 3%	-8%[46.1 µM]	13%	-3%	0%	0%	2%	0%
CSc1ccccc1C(=O)N1CCN(c2cccc(Cl)c2)CC1
 : 5%	-44%	3.8%	1%	5%	-1%	-3%	3%
CCOc1ccc(NC(=O)c2cc(C)nc3c2c(C)nn3-c2ccc(C)cc2)cc1
 : -18%	x	0.0%	2%	x	x	-22%	6%
CC(=O)c1ccc(NS(=O)(=O)c2ccc(C)cc2)cc1
 : u	-2%[46.1 µM]	2.7%	-3%	-10%	-4%	-6%	-18%
Cc1ccc(Cn2c(C)c3cnn(CC(=O)N4CCN(c5ccc(F)cc5)CC4)c(=O)c3c2C)cc1
 : 0%	x	1.3%	-1%	x	x	-15%	-3%
CCN(CC)S(=O)(=O)c1ccc2c(c1)N(CC(=O)Nc1cccc(C(C)=O)c1)C(=O)CO2
 : -6%	x	-0.3%	-3%	x	x	-16%	-5%
COc1cccc(CCc2nnc(CCC(=O)N3CCCC3c3nccs3)o2)c1 (stereo not given)
 : 0%	3%	1.1%	0%	6%	4%	-5%	7%
Cc1ccc(NC(=O)/C(C#N)=C/c2cc(C)n(-c3ccc(N4CCOCC4)c([N+](=O)[O-])c3)c2C)c(C)c1
 : 15%	-21%[46.1 µM]	-0.3%	-3%	0%	-4%	-11%	-7%
CCn1cc(C(=O)NCC2CCCO2)c(=O)c2cc(S(=O)(=O)N3CCCCCC3)ccc21 (stereo not given)
 : 1%	3.2µM*	0.0%	1%	1%	1%	-16%	11%
COc1ccc(-c2cc(-c3cc(F)ccc3O)[nH]n2)cc1OC
 : u	u	11%	-6%	1%	-2%	25µM*[quencher]	14%
CC(C)CN(Cc1cc2ccccc2[nH]c1=O)C(=O)c1cccnc1
 : 9%	-16%[46.1 µM]	-1.6%	-3%	-17%	9%	9%	-1%
COc1ccc(-c2nc3nc(C)cc(C)n3n2)cc1
 : 0%	-3%[46.1 µM]	0.0%	-7%	-4%	10%	-2%	-10%
N#CCCn1c(SCC(=O)N2CCN(S(=O)(=O)c3ccccc3)CC2)nc2ccccc21
 : -11%	-10%[46.1 µM]	-7.2%	-1%	7%	5%	-11%	1%
CCC(=O)NC(=S)Nc1cccc(NC(=O)c2ccco2)c1
 : -3%	0%	4.5%	0%	0%	14%	-8%	6%
COC(=O)c1c(C(=O)OC)c2oc3ccccc3n2c1Cl
 : -3%	-5%[46.1 µM]	0.1%	-1%	-3%	5%	-10%	-4%
Cc1ccccc1NC(=S)N(CCCN1CCOCC1)Cc1cccs1
 : -3%	4%	3.8%	1%	-10%	-17%	-1%	5%
O=C(Nc1cccc(N2C(=O)C3C4C=CC(C4)C3C2=O)c1)c1cccs1 (stereo not given)
 : 3%	-19%	1.1%	0%	9%	-1%	-7%	8%
COc1ccc(OC)c(CNC(=O)C2COc3ccccc3C2)c1 (stereo not given)
 : 1%	x	0.8%	5%	x	x	-12%	3%
O=C(NCCn1cccn1)c1ccc(OC2CCN(CCc3ccccc3)CC2)cc1
 : -4%	16%	-1.2%	-2%	-5%	14%	1%	-6%

Screening results deposited in PubChem by National Center for Advancing Translational Sciences (NCATS).
